GAA inh: qHTS Assay for Inhibitors of Human alpha-Glucosidase as a Potential Chaperone Treatment of Pompe Disease. Lysosomal alpha-glucosidase (Homo sapiens), P10253. Potency, µM (titrated, usually from 76.9 µM), without a hit: top-dose activity change, negative = inhibition, most hits filed as inhibitors. AID 1466, 2008. 200,000 tested, 0.005% active. purified human GAA, 4-MU-alpha-glucoside fluorescence;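 note: potency is the fitted concentration of half-maximal effect; plate controls were uninhibited enzyme wells for no effect and no-enzyme background for full effect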
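Compounds are titrated up to 77 uM against 4 nM human enzyme. Substrate 4-methylumbelliferyl-alpha-D-pyranoside (400 uM) reacts 20 min at room temperature in pH 5.0 buffer; liberated 4-methylumbelliferone is read at 440 nm.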
HttQ103 aggreg: qHTS Multiplex Assay to Identify Dual Action Probes in a Cell Model of Huntington: Aggregate Formation (GFP); PC12 HttQ103-GFP aggregates, Acumen cytometry, 40 h; Potency, µM (doses to about 46.1 µM), without a hit: at the highest dose activity change, negative = inhibition, actives largely listed as inhibitors; 220,000 tested, 1.1% active; note: potency is the fitted concentration of half-maximal effect; % is set by controls: 0 for no effect and ±100 for the full control effect; nearly all actives have a fitted effect of over 60% in size
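PC12 cells with ecdysone-inducible HTT exon1 Q103-GFP, induced by 100 nM tebufenozide, given compounds in a concentration series. GFP aggregates (1–25 um, 6 SD above background) counted in lysates by laser-scanning cytometry, 488 nm excitation.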
HTT ATP protect: qHTS Multiplex Assay to Identify Dual Action Probes in a Cell Model of Huntington: Cytoprotection (ATP); PC12 HTT-Q103 induced, cytoprotection, ATP luminescence, 40 h; Potency, µM (titrated, usually from 56.4 µM), for inactives: cytoprotection (ATP increase), hits mostly activators; 230,000 tested, 0.14% active;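 note: potency is the fitted concentration of half-maximal effect; % of control where 0% means no effect; nearly all actives have a fitted effect of over 45% in size; toxic huntingtin expression switched on by the ecdysone agonist tebufenozide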
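Rat PC12, Q103 Htt exon1-GFP fusion, ecdysone promoter; tebufenozide inducer 100 nM final; compound titration; qHTS, 1500 cells/well; ATPlite luminescent read.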
CBFb-RUNX1 inh: qHTS Assay for Compounds Blocking the Interaction Between CBF-beta and RUNX1 for the Treatment of Acute Myeloid Leukemia; 230,000 tested, under 10 active; AlphaScreen CBFb-His/RUNX1-biotin binding, biochemical; Potency, µM (highest dose often 59.8 µM), inactives show at the highest dose activity, negative = inhibition, usual class: inhibitors; note: % of control where 0% means no effect
Target sequence (Q01196 whole entry, looked up): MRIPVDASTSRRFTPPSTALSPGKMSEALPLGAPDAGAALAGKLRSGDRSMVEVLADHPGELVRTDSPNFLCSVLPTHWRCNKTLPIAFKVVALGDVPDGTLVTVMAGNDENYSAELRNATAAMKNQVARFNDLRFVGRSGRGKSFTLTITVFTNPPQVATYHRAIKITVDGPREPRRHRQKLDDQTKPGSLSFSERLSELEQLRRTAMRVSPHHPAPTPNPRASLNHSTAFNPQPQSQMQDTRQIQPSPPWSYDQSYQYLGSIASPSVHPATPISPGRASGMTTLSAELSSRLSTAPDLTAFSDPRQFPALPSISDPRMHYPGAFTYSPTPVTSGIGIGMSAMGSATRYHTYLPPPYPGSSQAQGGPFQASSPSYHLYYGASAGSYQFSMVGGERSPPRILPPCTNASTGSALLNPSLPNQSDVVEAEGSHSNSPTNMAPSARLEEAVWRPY
Target sequence (Q13951 whole entry, looked up): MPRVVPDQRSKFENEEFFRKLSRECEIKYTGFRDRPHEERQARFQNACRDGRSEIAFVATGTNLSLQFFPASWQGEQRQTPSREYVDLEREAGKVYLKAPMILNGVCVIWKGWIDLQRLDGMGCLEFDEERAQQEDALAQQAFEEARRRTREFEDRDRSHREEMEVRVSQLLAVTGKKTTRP
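His-tagged CBF-beta and biotinylated RUNX1 (30 nM each) were premixed 20 min at room temperature, exposed to compound for 15 min, then given nickel-chelate and streptavidin AlphaScreen beads (50 ng each). After 90 min, AlphaScreen signal was read.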
GAA spleen mod: qHTS Assay for Inhibitors and Activators of Human alpha-Glucosidase From Spleen Homogenate; human spleen homogenate, 4-MU-alpha-glucoside fluorescence; Potency, µM (titrated, usually from 79.9 µM), for the others: at the top dose activity change, negative = inhibition, most hits filed as inhibitors; 240,000 tested, 0.006% active;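 note: potency is the fitted concentration of half-maximal effect; 0% = enzyme with vehicle and -100% = no enzyme basal signal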
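Human spleen homogenate (1 ug) incubated with compounds and 1 mM 4-methylumbelliferyl-alpha-D-glucopyranoside in pH 5.0 citrate/phosphate buffer, 37 C, 40 min. Stopped at pH 10; 4-MU fluorescence (Ex 365/Em 440 nm); AC50 by Hill fit.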
Lamin A splicing: qHTS Assay for Modulators of Lamin A Splicing; HeLa LMNA splicing GFP/RFP minigene ratio, 48 h; Potency, µM (highest dose often 46.1 µM), without a hit: at the highest dose ratio change, negative = inhibition, most hits filed as inhibitors; 200,000 tested, 0.01% active; active = well fitted inhibition curve with a large enough effect in the signal ratio, with a control signal flat, not every such curve was filed as active; inconclusive = small, poorly fitted or top-dose-only effect, or effect the other way, or a change in a side signal; the % refers to the signal ratio; note: potency is the fitted concentration of half-maximal effect; % is set by controls: 0 for no effect and ±100 for the full control effect
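S3 HeLa stable clones carrying a lamin A-EGFP splicing minigene plus DsRed2 were seeded at 600 cells/well in Opti-MEM with 2% FBS, pin-dosed and incubated 48 h at 37°C. Acumen cytometry (488 nm) gave the GFP/RFP total-intensity ratio.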
GAA glycogen: qHTS Assay for Inhibitors and Activators of Human alpha-Glucosidase Cleavage of Glycogen. Lysosomal alpha-glucosidase (Homo sapiens), P10253. AID 2100, 2009. recombinant GAA, glycogen substrate, Amplex Red glucose oxidase fluorescence. 300,000 tested, 0.38% active. Potency, µM (highest dose often 76.4 µM), for the others: at the top dose activity change, negative = inhibition, most hits filed as inhibitors;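 note: potency is the fitted concentration of half-maximal effect; 0% = full enzyme reaction and -100% = no-enzyme basal signal; the screen sought inhibitors and activators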
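qHTS, 1536-well; enzyme 4 nM final; cpd up to 77 uM; substrate bovine liver glycogen 30 ug; 50 mM citrate/phosphate pH 5.0, 0.01% Tween-20; 37 C, 40 min; Amplex Red detection 45 min RT; Hill fit → AC50.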
Numbers without * were called inactive; ? = inconclusive; / = no result given; & = joins results of further samples; [ ] = remark or other dose. Unless noted, calls come from the whole dose curve; as a rule, active = well fitted curve in the direction sought with a large enough effect; inconclusive = small, poorly fitted or top-dose-only effect, or another doubt; inactive = no such curve, though single readings can be large; an effect the other way counts as inactive or inconclusive.

SMILES	GAA inh	HttQ103 aggreg	HTT ATP protect	CBFb-RUNX1 inh	GAA spleen mod	Lamin A splicing	GAA glycogen
Clc1cccc(CSc2nnc(-c3cccnc3)n2Cc2ccco2)c1	3%	17%	7%	-6%	8%	3%	0%
CC(=O)Nc1ccc(NC(=O)C(C)OC(=O)C2CC3C=CC2C3)cc1 (stereo not drawn)	-1%	-3%	9%[10 µM]	7%	-5%	-1%	-5%
O=C(Nc1ccccc1C(=O)N1CCCCCC1)c1ccccc1	-7%[15.4 µM]	-5%[9.22 µM]	13%[10 µM]	-2%	4%	/	-12%
CCCn1c(=S)[nH]c2ccc(C(F)(F)F)cc21	-1%	-3%	?	15%	-18%	-21%[46 µM]	-4%
O=C(c1ccccc1)c1ccc(OCC(O)CN2CCCC2)cc1 (stereo not drawn)	10%	-18%[9.22 µM]	-13%[10 µM]	-3%	6%	/	-3%
O=C(Nc1nccs1)c1cccc(NC(=O)c2ccco2)c1	-10%	-13%	-7%[1.9 µM]	-4%	0%	?	0%
COCCN(Cc1cc2cc3c(cc2n2nnnc12)OCO3)C(=O)c1ccccc1F	-11%	0%	1%[10 µM]	7%	3%	-9%	10%
Cc1ccc(NC(=O)CN(C)c2ccc(S(=O)(=O)N3CCN(C)CC3)cn2)cc1	-6%	-1%	11%	27%	-5%	17%	11%
CCOC(=O)C1=C(C)NC(C)=C(C(=O)OCC)C1C	-2%	16%[9.22 µM]	4%[10 µM]	10%&8%	1%&5%	?	-14%&8%
CCc1ccc(O)c(-c2cc(C(=O)Nc3cccnc3)[nH]n2)c1	/	2%[9.22 µM]	9%[10 µM]	4%	3%	/	-12%
CC(C)CCN1CCN(Cc2ccon2)CC1CCO (stereo not drawn)	-8%	-7%[9.22 µM]	15%[10 µM]	0%	-1%	4%[46 µM]	-5%
O=c1c2nncn2c2cc(C(F)(F)F)ccc2n1CCNc1ncc(C(F)(F)F)cc1Cl	/	-8%[9.22 µM]	2%[10 µM]	4%	-1%	/	2%
CSCCc1nc(SCC(=O)Nc2nnc(C)s2)[nH]c1C	-5%	16%	-14%	2%	5%	8%	-9%
CC(C)CSc1ncnc2c1oc1nc3c(cc12)COC(C)(C)C3	-5%	-2%	4%	4%	-20%	-4%	6%
O=C(CSc1nc2ccccc2[nH]1)c1ccc2c(c1)OCO2	-1%	8%	-21%[0.074 µM]	8%	-1%	5%	-5%
COc1ccc2cc(CN(C(=O)Nc3ccccc3OC)C3CCCC3)c(=O)[nH]c2c1	-4%	-7%	-25%[10 µM]	-6%	-4%	?	6%
Cc1nc(S/C(=C/c2ccc(-c3cccc(Cl)c3)o2)C(=O)O)n[nH]1	-3%	-9%	-73%[inhibitor]	-6%	-3%	1%	3%
O=C(CSc1nnc(-c2cccnc2)n1CCc1ccccc1)N1CCCCC1	-11%	0%	4%	0%	-1%	16%	-9%
CC(C)(C)C(=O)n1nc(-c2ccccc2)oc1=O	2%	-19%	/	-1%	-6%	5%	4%
Cc1cc(C)n2nc(SCC(=O)N(Cc3ccccc3)C3CCS(=O)(=O)C3)nc2n1 (stereo not drawn)	3%	?	-3%[10 µM]	5%	-9%	-10%[46 µM]	0%
c1ccc(Nc2nc(-c3ccncc3)nc3ccccc23)cc1	7%	-19%	0%[10 µM]	3%	0%	-18%	14%
Cc1nn(-c2ccccc2)c(Cl)c1/C=N/NC(=O)CNC(=O)c1ccccc1Cl	2%	?	31%[10 µM]	-5%	-4%	-11%	-6%
COc1ccccc1C(=O)OCC(=O)Nc1ccc(OC(F)F)cc1	0%	-7%	5%[4.97 µM]	4%	-6%	-1%	-6%
COC(=O)c1cc(NC(=O)CN2CCC(C(N)=O)(N3CCCCC3)CC2)cc(C(=O)OC)c1	-5%	-10%	-4%	9%	-6%	4%	7%
CC1(C)S[C@@H]2[C@H](NC(=O)C(C(=O)O)c3ccccc3)C(=O)N2[C@H]1C(=O)O (stereo partly drawn)	7%[15.4 µM]	17%	/	8%	3%	-1%	5%
CCOC(=O)c1[nH]c(C)c(CCC(=O)OC)c1C	-4%	10%	1%[10 µM]	-7%	-6%	-4%	-2%
CC[C@H](C)C(=O)O[C@H]1CCC=C2C=C[C@H](C)[C@H](CC[C@@H]3C[C@H](O)CC(=O)O3)[C@H]21	/	/	-45%[inhibitor]	11%[21.7 µM]	6%	/	/
COc1ccc(NC(=O)CSc2nc3c(cc2C#N)CN(C)CC3)cc1	0%	-12%	-7%[10 µM]	-17%	-4%	?	21%
O=C(c1ccccc1)c1ccc(OC(=O)N2CCOCC2)cc1	-14%	-28%	-14%[10 µM]	3%	-3%	6%	-7%
O=C(NNC(=O)c1cc2cc3ccccc3nc2s1)c1ccc(F)cc1	-8%	?	-41%[inhibitor]	0%	-6%	4%	9%
COc1cc([C@H]2[C@@H]3CCCC[C@]3(O)CCN2CC(=O)Nc2ccc(C)cc2)ccc1O	?	16%	6%	-1%	-4%	-6%	-25%
O=C(CCCSc1nc2ccccc2s1)NC1=NCCS1	-1%	6%	-3%[10 µM]	-1%	-9%	-6%	1%
COc1cc(C(=S)NC2CCCCC2)ccc1O	-7%	-1%	/	-14%	-1%	?	0%
O=C(NCc1nc2ccccc2[nH]1)c1cccc(S(=O)(=O)N2CCCC2)c1	2%	6%[9.22 µM]	5%	1%	-5%	1%	-3%
COC(=O)CSc1nnc(-c2ccco2)o1	-5%	1%	-11%	7%	0%	7%	9%
CCC(O)C1CCN(Cc2cn(Cc3ccccc3)nc2-c2cc3ccccc3o2)CC1 (stereo not drawn)	?	16%[9.22 µM]	-9%[10 µM]	15%	-8%	/	11%
CC12CCC(C(=O)N(CCC#N)CCC#N)(CC1=O)C2(C)C (stereo not drawn)	5%	?	5%	-3%	10%	3%	17%
Cc1ccc(C2C3=C(CC(C)(C)CC3=O)N(CCN3CCOCC3)C3=C2C(=O)CC(C)(C)C3)cc1	?	21%	-41%[inhibitor]	-2%	-11%	6%	9%
CCc1ccc(CCC(=O)Nc2ncc(Cc3ccccc3Cl)s2)o1	5%	-1%	-72%[inhibitor][10 µM]	1%	-3%	?	13%
CCc1ccccc1NC(=O)CC1SCCNC1=O (stereo not drawn)	3%	-15%	-23%	0%	-6%	-5%[46 µM]	-8%
CC(=O)N=c1c(C#N)cc2c(=O)n3ccccc3nc2n1Cc1ccccc1	?	15%	-11%[10 µM]	-3%	0%	0%	-9%
Cc1ccc(C)c(NC(=O)CCC(=O)N/N=C/c2cc([N+](=O)[O-])ccc2O)c1	?	-9%[9.22 µM]	16%[10 µM]	-23%	-7%	?	13%
CCOc1ccc(C(CC(=O)O)n2cnnn2)cc1 (stereo not drawn)	3%	-8%	-12%	-1%	-6%	?	5%
CC(C(=O)NCc1ccco1)c1ccc([N+](=O)[O-])cc1 (stereo not drawn)	5%	2%[9.22 µM]	-39%[1.9 µM]	-6%	-6%	-7%[9.22 µM]	16%
Cc1cc(C(=O)CSc2nnc(-c3cccc(F)c3)n2N)c(C)n1Cc1ccc2c(c1)OCO2	-2%	-25%	23%[10 µM]	-19%	-2%	?	0%
CCOC(=O)c1c(N)sc2c1C1CCN2CC1	-2%	-4%	-9%[0.074 µM]	-1%	0%	3%	?
CCOc1ccc2nc(NC(=O)CSc3nc4c(c(=O)n(C)c(=O)n4C)n3CC)sc2c1	-4%	-5%	-26%[10 µM]	3%	6%	7%	10%
Cc1sc2nc(C3CC3)nc(SCC(=O)N3CCCc4ccccc43)c2c1C	-10%	-30%	-9%[10 µM]	0%	-3%	-29%	-2%
C=C1CC[C@H](O)C/C1=C/C=C1\CCC[C@]2(C)[C@@H]([C@H](C)CCCC(C)C)CC[C@@H]12	/	27%	23%&13%&-50%	-24%	-12%&-3%	/	/
Cc1ccccc1Cn1c(=O)n(-c2ccccc2)c(=O)c2ccc(C(=O)NCc3ccco3)cc21	5%	16%	/	2%[2.36 µM]	3%	-1%	-7%
O=C(CN1CCN(c2ccc(Cl)cc2)CC1)N1CCCC1	-7%	8%	-11%	-1%	3%	4%	-3%
O=C(CSC1c2ccccc2C(=O)N1c1ccccc1)N1CCOCC1 (stereo not drawn)	4%	1%	-7%[10 µM]	1%	-2%	-7%	1%
CCc1nnc(NS(=O)(=O)c2ccc(N/C=C/C(=O)c3ccc(OC)cc3)cc2)s1	-8%	-21%[9.22 µM]	-17%[10 µM]	-1%	2%	0%[46 µM]	3%
O=C(Cc1cccc2ccccc12)N1CCCc2ccccc21	3%	8%	-15%	6%	-5%	12%	-4%
COc1ccc(/C(O)=C2/C(=O)C(=O)N(c3ncccn3)C2c2ccc(F)cc2)cc1 (stereo not drawn)	/	-18%[9.22 µM]	-2%[10 µM]	-5%	-15%	/	8%

For convenience, some entries already given.
SMILES	GAA inh	HttQ103 aggreg	HTT ATP protect	CBFb-RUNX1 inh	GAA spleen mod	Lamin A splicing	GAA glycogen
Cc1ccccc1Cn1c(=O)n(-c2ccccc2)c(=O)c2ccc(C(=O)NCc3ccco3)cc21	5%	16%	/	2%[2.36 µM]	3%	-1%	-7%
O=C(CN1CCN(c2ccc(Cl)cc2)CC1)N1CCCC1	-7%	8%	-11%	-1%	3%	4%	-3%
O=C(CSC1c2ccccc2C(=O)N1c1ccccc1)N1CCOCC1 (stereo not drawn)	4%	1%	-7%[10 µM]	1%	-2%	-7%	1%
CCc1nnc(NS(=O)(=O)c2ccc(N/C=C/C(=O)c3ccc(OC)cc3)cc2)s1	-8%	-21%[9.22 µM]	-17%[10 µM]	-1%	2%	0%[46 µM]	3%
O=C(Cc1cccc2ccccc12)N1CCCc2ccccc21	3%	8%	-15%	6%	-5%	12%	-4%
COc1ccc(/C(O)=C2/C(=O)C(=O)N(c3ncccn3)C2c2ccc(F)cc2)cc1 (stereo not drawn)	/	-18%[9.22 µM]	-2%[10 µM]	-5%	-15%	/	8%

Compound activity deposited in PubChem by National Center for Advancing Translational Sciences (NCATS).
